Screening results as filed in PubChem.
ATG4B inhibitor = ATG4B protease inhibitors, primary screen, biochemical, fluorescence, uHTS | ATG4B cleavage of LC3-PLA2, NBD-HPC fluorescence, 1 h | inhibition, % at 8.33 µM | Cysteine protease ATG4B (Homo sapiens), Q9Y4P1 | 340,000 compounds, 0.51% hits; in the data active = inhibition above about 40%
SENP8 block = human SENP8 protease inhibitors, primary screen, biochemical, fluorescence, Nedd8 protein substrate, uHTS; recombinant SENP8; inhibition, % at 20 µM; 360,000 compounds, 0.64% hits; in the data active = inhibition mostly above about 40%, no sharp cut-off; inactive = mostly below about 27%
PfGluPho inh = PfG6PD enzyme inhibitors, primary screen, biochemical, fluorescence intensity, uHTS; PfGluPho enzyme, NADPH resazurin-diaphorase fluorescence; 350,000 compounds, 0.78% hits; inhibition, % at 20 µM; AID 504690, 2011; glucose-6-phosphate dehydrogenase-6-phosphogluconolactonase (Plasmodium falciparum 3D7);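 active = inhibition reaching at least a set limit at 20 µM in the primary screen, cut at about 59% in these data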;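 also: 0% = DMSO wells with substrate and 100% = DMSO wells lacking glucose-6-phosphate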
SENP7 inh = SENP7 protease inhibitors, primary screen, biochemical, luminescence, uHTS; AID 434973, 2010; recombinant SENP7, Z-RLRGG-aminoluciferin luminescence, 40 min; 330,000 compounds, 1.5% hits; inhibition, % at 5 µM;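 active = inhibition above about 50% at the single test dose, limit read from the data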;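 also: plate controls were DMSO with enzyme for no effect and no enzyme buffer wells for full effect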
MPTP inh = mitochondrial permeability transition pore inhibitors, primary screen, biochemical, isolated mouse mitochondria, absorbance; Ca2+ swelling absorbance, 30 min; inhibition, % at 10 µM; 360,000 compounds, 1.4% hits; AID 602449, 2012;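 active = inhibition of 50% or more, scaled per plate between neutral and stimulator controls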;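 also: 0% = DMSO wells given calcium and 100% = 1 mM EGTA wells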
GRIN3A LBD mod = binders of NR3A ligand-binding domain, primary screen, biophysical, differential scanning fluorimetry, uHTS | NR3A LBD differential scanning fluorimetry, Tm shift; 0% = protein alone, 100% = glycine-bound protein | Tm shift relative to glycine control, % at 25 µM | 340,000 compounds, 2.5% hits;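 active = melting temperature shift of at least 10% of the positive control shift, at one fixed dose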
HKDC1 inh = HKDC1 hexokinase inhibitors, primary screen, biochemical, fluorescence, uHTS. AID 493160, 2011. 340,000 compounds, 0.16% hits. Q2TB90. recombinant HKDC1, G6PDH/diaphorase resazurin coupled fluorescence. inhibition, % at 20 µM;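 active = inhibition above about 35% when tested at 20 µM, limit read from the data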;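 also: plate controls were DMSO wells with enzyme for no effect and DMSO wells lacking enzyme for full effect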
Target sequence (Q2TB90 whole entry, looked up): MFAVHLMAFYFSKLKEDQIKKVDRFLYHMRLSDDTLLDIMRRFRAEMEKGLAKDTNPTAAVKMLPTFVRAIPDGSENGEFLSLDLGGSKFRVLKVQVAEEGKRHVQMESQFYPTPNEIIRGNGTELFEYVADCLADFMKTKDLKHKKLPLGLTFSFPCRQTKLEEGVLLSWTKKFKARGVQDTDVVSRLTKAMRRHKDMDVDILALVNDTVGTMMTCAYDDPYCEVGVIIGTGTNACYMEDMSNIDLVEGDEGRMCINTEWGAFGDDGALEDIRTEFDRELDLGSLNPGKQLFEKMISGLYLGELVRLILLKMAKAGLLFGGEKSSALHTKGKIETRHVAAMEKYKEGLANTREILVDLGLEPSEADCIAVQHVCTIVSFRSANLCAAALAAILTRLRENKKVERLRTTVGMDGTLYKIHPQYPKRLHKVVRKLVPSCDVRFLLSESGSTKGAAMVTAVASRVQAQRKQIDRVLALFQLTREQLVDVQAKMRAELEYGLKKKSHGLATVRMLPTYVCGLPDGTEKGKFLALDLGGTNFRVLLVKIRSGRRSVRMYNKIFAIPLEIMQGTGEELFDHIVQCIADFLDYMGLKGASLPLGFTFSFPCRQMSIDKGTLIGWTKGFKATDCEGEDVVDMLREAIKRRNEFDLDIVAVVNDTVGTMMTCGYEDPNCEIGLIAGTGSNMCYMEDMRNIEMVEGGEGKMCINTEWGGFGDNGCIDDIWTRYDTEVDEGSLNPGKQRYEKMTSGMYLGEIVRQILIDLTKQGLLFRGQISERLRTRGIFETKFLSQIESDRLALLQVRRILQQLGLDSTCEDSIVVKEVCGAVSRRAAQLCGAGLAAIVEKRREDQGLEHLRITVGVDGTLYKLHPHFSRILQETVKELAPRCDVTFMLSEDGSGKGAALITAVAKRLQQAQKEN
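Assay system: in-house recombinant HK5 (HKDC1) enzyme. Input: HKDC1 at 5 µg/mL. Medium: Tris pH 8.0 buffer with MgCl2, Tween-20, BSA, BME. Dosing: single 20 µM dose. Schedule: 90 min reaction incubation at room temperature, dark. Signal: resazurin-to-resorufin fluorescence via G6PDH and diaphorase coupling, 525/613 nm. Controls: DMSO-enzyme wells negative, buffer-substituted wells positive.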
SENP6 inh = SENP6 protease inhibitors, primary screen, biochemical, luminescence, uHTS; Sentrin-specific protease 6 (Homo sapiens), Q9GZR1; Recombinant SENP6 catalytic domain, aminoluciferin luminescence; 330,000 compounds, 1.8% hits; inhibition, % at 10 µM; AID 2599, 2010;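 active = inhibition above about 50% at the single tested dose, limit read from the data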;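 also: plate controls were DMSO wells with enzyme for no effect and DMSO wells lacking enzyme for full effect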
Numbers without * were called inactive; / = no result given.

SMILES | ATG4B inhibitor | SENP8 block | PfGluPho inh | SENP7 inh | MPTP inh | GRIN3A LBD mod | HKDC1 inh | SENP6 inh
COc1ccccc1OCCNC(=O)c1ccc(C(C)(C)C)cc1 | -1 | 12 | 17 | -5 | 3.4 | -1 | -1 | -19
Cc1ccc(S(=O)(=O)NC(C)C(=O)Nc2ccccc2C(=O)N2CCCC2)cc1 (centres undefined) | -17 | 21 | 4 | 4 | -1.1 | -2 | -2 | -11
CCOc1ccccc1/C=C/c1onc(C)c1S(=O)(=O)N1CCC(C(=O)N2CCCCCC2)CC1 | 32 | -231 | 12 | -4 | -0.1 | -2 | 0 | 8
O=[N+]([O-])c1ccccc1/C=C/CN1CCCCC1CO (centres undefined) | -4 | 3 | -6 | -4 | 0.1 | 3 | -5 | -15
Cc1ccc(-c2nnc(SCC(=O)N/N=C/c3c(C)nn(-c4ccccc4)c3C)n2-c2ccccc2)cc1 | -2 | 13 | -2 | 6 | 1.4 | 5 | 3 | 3
O=C(NNS(=O)(=O)c1ccc(C(F)(F)F)cc1)c1cnn(-c2ccccc2)c1C(F)(F)F | -6 | 2 | -23 | -1 | 4.0 | 0 | 4 | -26
CCCn1c(=S)[nH]c2cc(C(=O)N3CCCC(C(=O)OCC)C3)ccc2c1=O (centres undefined) | 14 | 1 | -15 | -2 | 6.0 | 0 | -1 | 0
CC(=O)Nc1ccc(NC(=O)c2cc(C3CC3)nc3c2cnn3C(C)C)cc1 | -9 | -7 | 13 | -2 | -1.9 | -9 | 2 | -12
COc1ccc(C(=O)NCC(C)NC(=O)c2ccc(OC)cc2)cc1 (centres undefined) | -6 | 1 | -10 | -1 | 1.5 | 0 | -4 | 4
CC(C)C(=O)Nc1cccc(C(=O)NCCc2ccc(S(N)(=O)=O)cc2)c1 | -5 | 6 | 13 | -12 | 0.0 | 2 | -7 | -8
CCOC(=O)C1CCCN(c2c(Nc3ccc(C)c(C)c3)c(=O)c2=O)C1 (centres undefined) | -2 | 15 | 10 | 6 | -0.9 | 0 | -4 | -3
O=C(O)C1Cc2ccccc2CN1C(=O)CSc1nnc2ccccn12 (centres undefined) | -13 | -5 | 6 | -2 | -3.8 | 0 | -1 | -11
S=C1NCCc2ccccc2C1c1ccccc1Cl (centres undefined) | -8 | 18 | 17 | 2 | -0.1 | 2 | 6 | -15
Cc1cc(=O)cc(C)n1-c1ccc(Cl)cc1 | 0 | 16 | -6 | -4 | 0.7 | 1 | -6 | -21
CC(C)Cc1cc(CN2CCCC(CO)(Cc3cccc(Cl)c3)C2)[nH]n1 (centres undefined) | -5 | 4 | -11 | -5 | -1.0 | -1 | 6 | -5
Nc1ccccc1-c1nc2ccccc2[nH]1 | -5 | -262 | 11 | 18 | 0.0 | -11 | -7 | 21
CN(C)c1ccc(NS(=O)(=O)c2cc(Cl)ccc2Cl)cc1 | -6 | 18 | 20 | -8 | 0.6 | -20 | 3 | 9
Clc1ccc(Cl)c(-c2nn3c(Cn4cnc5ccccc54)nnc3s2)c1 | -20 | 6 | 3 | 6 | 0.8 | -1 | -15 | -9
O=C(Nc1cccc(Cl)c1N1CCCC1)c1cc2ccccc2o1 | 31 | 1 | 6 | 5 | 3.8 | -14 | 3 | -4
CC1CCN(S(=O)(=O)c2ccc3c(c2)c(=O)c(C(=O)NCc2cccs2)cn3C)CC1 | -3 | 11 | 3 | -3 | 1.7 | 1 | 3 | 6
CC(C)N=c1cc2n(-c3ccc(Cl)cc3)c3ccccc3nc-2cc1Nc1ccc(Cl)cc1 | -6 | -17 | 18 | 11 | 3.9 | 1 | 6 | 20
C=CCn1c(C)cc(-c2csc(N)n2)c1C | 19 | 14 | 46 | 0 | -0.4 | -2 | -8 | 3
COc1ccccc1/C=C/C(=O)NC(=S)N1CCN(C)CC1 | -4 | -34 | 23 | 4 | 0.6 | -1 | -7 | 10
O=C(Nc1nc2ccccc2s1)c1ccccc1[N+](=O)[O-] | 9 | 4 | 9 | -20 | 0.6 | -1 | -1 | 20
C=CCSc1nnc(-c2cc3c(s2)-c2ccccc2CC3)o1 | 0 | -496 | 7 | 7 | 0.6 | 1 | 0 | -10
CCCCCCCC1CC(/C(C)=N/NC(N)=O)OC1=O (centres undefined) | -7 | 29 | 5 | -3 | 27 | -2 | -9 | -4
COc1ccc2cc(C[C@@H]3CC[C@@H](CO)O3)ccc2c1 | -5 | 14 | 0 | 3 | -0.2 | -2 | 8 | /
CN(C)S(=O)(=O)N1CCN(C(=O)N2CCCCCC2)CC1 | -3 | 7 | -10 | -11 | -1.0 | -2 | -7 | -7
Brc1cccc(-c2nnc(SCc3ccon3)n2-c2ccccc2)c1 | -1 | 8 | 19 | 9 | -0.1 | -2 | 6 | -4
O=C(Nc1ccccc1)Nc1nnc(Cc2ccc(F)cc2)s1 | -4 | 15 | 2 | -11 | 6.6 | -4 | -7 | 2
O=C(c1cccc(NS(=O)(=O)c2ccc(F)c(F)c2)c1)N1CCN(Cc2ccccc2)CC1 | -9 | 14 | -16 | 9 | 2.3 | -1 | -7 | -8
NC(=S)N/N=C1\CC(c2ccc3c(c2)OCCCO3)Oc2ccc(F)cc21 (centres undefined) | -10 | 12 | 41 | -5 | 2.3 | -11 | 10 | -18
Cc1cccc2c1-c1sc(C(=O)NCCCN3CCCC(C)C3)cc1CO2 (centres undefined) | -8 | -307 | 15 | -1 | 44 | -4 | 0 | -2
CCc1nnc(NC(=O)CSc2nc(C3CCCCC3)nc3ccccc23)s1 | -4 | 11 | -19 | 6 | 3.4 | 3 | 3 | -2
Cc1cccc(CC(=O)NC2CCCCCC2)c1 | -3 | -6 | -1 | -5 | 0.0 | -3 | 4 | 1
Cc1ccc(C(=O)Nc2ccccc2C(=O)N2CCCC2)cc1[N+](=O)[O-] | 2 | 10 | -11 | -1 | -0.3 | -1 | -10 | 12
COc1ccc(S(=O)(=O)N2CCN(C)CC2)cc1NC(=O)c1ccccc1 | -3 | 13 | 1 | -2 | -1.2 | 1 | 0 | -17
O=C(NC(=S)NNC(=O)c1ccccc1F)c1cccnc1 | 4 | 21 | -8 | 6 | 0.9 | 1 | -11 | -1
Oc1ccccc1/C=N/Nc1cccc2cccnc12 | 0 | -61 | 31 | 88* | 2.0 | 10* | 8 | 92*
C/C(=N\NC(=O)CCC(=O)Nc1ccccc1)c1cccs1 | 3 | 5 | -4 | -4 | -0.6 | 1 | -3 | -9

Brought forward from above: six compounds, then new ones.
SMILES | ATG4B inhibitor | SENP8 block | PfGluPho inh | SENP7 inh | MPTP inh | GRIN3A LBD mod | HKDC1 inh | SENP6 inh
Cc1cccc(CC(=O)NC2CCCCCC2)c1 | -3 | -6 | -1 | -5 | 0.0 | -3 | 4 | 1
Cc1ccc(C(=O)Nc2ccccc2C(=O)N2CCCC2)cc1[N+](=O)[O-] | 2 | 10 | -11 | -1 | -0.3 | -1 | -10 | 12
COc1ccc(S(=O)(=O)N2CCN(C)CC2)cc1NC(=O)c1ccccc1 | -3 | 13 | 1 | -2 | -1.2 | 1 | 0 | -17
O=C(NC(=S)NNC(=O)c1ccccc1F)c1cccnc1 | 4 | 21 | -8 | 6 | 0.9 | 1 | -11 | -1
Oc1ccccc1/C=N/Nc1cccc2cccnc12 | 0 | -61 | 31 | 88* | 2.0 | 10* | 8 | 92*
C/C(=N\NC(=O)CCC(=O)Nc1ccccc1)c1cccs1 | 3 | 5 | -4 | -4 | -0.6 | 1 | -3 | -9
CCOC(=O)c1c(OCCO)noc1N | -5 | -4 | -2 | -7 | -0.5 | 0 | 2 | 5
O=C(NCC1CCCO1)C1CCCN(S(=O)(=O)c2ccc(Br)cc2)C1 (centres undefined) | -4 | 0 | 10 | -7 | -2.0 | 1 | -3 | -7
C=CCN(C(=O)c1cccc(C(F)(F)F)c1)C1(C(=O)Nc2ccccc2)CCN(C(C)C)CC1 | 0 | 16 | 11 | 3 | 0.2 | -2 | -5 | -1
CCC(C(=O)OCC(=O)Nc1ccc(OC)cc1OC)c1ccccc1 (centres undefined) | -4 | 5 | -4 | -6 | 0.5 | 1 | -6 | -19
COc1ccc(CCNCC(=O)Nc2ccc(C)c(S(=O)(=O)N(C)C)c2)cc1OC | 1 | 13 | -9 | 4 | 4.6 | 1 | -1 | -3
CCOC(=O)c1cccc(NC(=O)c2ccc3c(c2)OCO3)c1 | 1 | 14 | -11 | 45 | 1.5 | 1 | -2 | 60*
CCN1C(=O)c2cccc3c(S(=O)(=O)Nc4ncccc4C)ccc1c23 | -25 | -300 | 41 | 64* | -0.2 | -1 | 16 | 5
C=CCn1c(=O)c2c(nc3n2CC(C)CN3c2cccc(OC)c2)n(C)c1=O (centres undefined) | 5 | 5 | 8 | 5 | -0.1 | -1 | 3 | -12
CCC(C)NC(=O)c1ccc2nc(Cc3ccc(OC)cc3)oc2c1 (centres undefined) | -2 | 10 | -7 | -4 | 0.1 | 0 | 2 | -6
Cn1c(NC(=O)c2ccc(Br)o2)cc(=O)n(C)c1=O | -3 | 4 | 4 | -4 | -2.7 | -3 | 1 | -8
CCOc1ccc(CCN2C(=S)N([C@@H](CC(C)C)CN3CCCC3CN3C(=S)NC[C@@H]3CC(C)C)C[C@@H]2Cc2ccccc2)cc1 (some centres undefined) | / | 2 | 6 | / | 1.3 | 1 | -7 | /
CCNC(=O)c1ccc(-n2nc(C(F)(F)F)c3c2CCCC3)cc1 | 18 | 4 | -6 | -3 | -0.4 | -2 | -4 | -1
CC(=O)Nc1ccc(S(=O)(=O)N2CCCN(c3nc(C)cc(C)c3C#N)CC2)cc1 | 2 | -343 | -9 | -4 | -0.3 | -1 | -4 | 3
COCCn1c(-c2ccccc2)nc2ccccc21 | -1 | 10 | 3 | 2 | 0.3 | -4 | -9 | 1
CCOC(=O)CN1C(=O)N[C@@H](CCc2ccccc2)C(C(=O)OC)=C1C | 5 | 2 | -15 | -1 | 0.9 | -1 | -1 | -1
O=C(O)C1CSC(c2ccccc2Cl)N1C(=O)c1ccc(Cl)cc1 (centres undefined) | 5 | 4 | -24 | 0 | -0.2 | -2 | 10 | -8
COCCNC(=O)c1ccc2c(c1)ncn2-c1ccc(F)c(F)c1 | 1 | 16 | -12 | -4 | -0.3 | -2 | -6 | 2
CCSc1nnc(-c2ccc(C)cc2)c2ccccc12 | 14 | 24 | -16 | -8 | -2.0 | -3 | 13 | -6
O=C(CC1SC(N2CCCCC2)=NC1=O)Nc1cccc(C(F)(F)F)c1 (centres undefined) | -7 | 17 | -5 | -8 | -3.8 | 0 | 5 | -14
Cc1cc(NC(=O)C(C)SCC(=O)O)no1 (centres undefined) | -3 | 10 | -7 | 3 | -1.2 | 1 | -6 | -4
O=C(c1ccc2oc(CCc3ccccc3)nc2c1)N1CC[C@H](O)C1 | -1 | -4 | -12 | 1 | 0.1 | -1 | -3 | -6
Cc1ccc(OCCC(=O)OCC(=O)NC(=O)NCc2ccccc2)cc1 | -17 | 6 | 6 | 0 | -2.1 | 0 | -1 | -15
Cn1c(CNC(=O)OC(C)(C)C)n[nH]c1=S | -7 | 10 | 19 | -4 | -2.2 | 1 | 0 | -1
CCC(=O)Oc1ccc2oc(=O)cc(C)c2c1 | 1 | 6 | -1 | -1 | 1.0 | -3 | -6 | -6
O=C(OCC(=O)N1CCCC1=O)C1COc2ccccc2O1 (centres undefined) | -6 | 7 | 7 | -11 | -0.1 | 2 | 2 | -25
